High-throughput results (PubChem)
rad50 – NCI yeast anticancer drug screen, S. cerevisiae rad50 strain; growth inhibition, % at 50 µM; 10% of 79,000 active;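 note: 0% = growth of vehicle-only cultures of the same strain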
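DNA repair mutant yeast, compound exposure, growth read-out; inhibition is taken relative to vehicle.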
yeast mlh1 rad18 – NCI yeast anticancer drug screen, S. cerevisiae mlh1 rad18 strain | % growth inhibition at 50 µM | 11% of 79,000 active;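 note: 0% = growth of vehicle-only cultures of the same strain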
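Cells of a genetically altered yeast strain, deficient in DNA damage repair, were treated with compound. Their growth was then compared with that of vehicle-treated cultures to give inhibition.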
yeast cln2 rad14 – NCI yeast anticancer drug screen, S. cerevisiae cln2 rad14 strain; % growth inhibition at 50 µM; 8.3% of 78,000 active;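 note: 0% = growth of vehicle-only cultures of the same strain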
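The screen exposed genetically defined yeast (cln2 rad14) to test compounds and scored growth inhibition relative to vehicle-treated controls.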
yeast sgs1 mgt1 – NCI yeast anticancer drug screen, S. cerevisiae sgs1 mgt1 strain | 10% of 78,000 active | growth inhibition, % at 50 µM;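 note: 0% = growth of vehicle-only cultures of the same strain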
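Percent growth inhibition was derived by comparing compound-exposed mutant yeast with vehicle-exposed cultures. The strain carries alterations in DNA damage repair.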
mec2-1 – NCI yeast anticancer drug screen, S. cerevisiae mec2-1 strain | growth inhibition, % at 50 µM | 9% of 79,000 active | AID 157;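 note: 0% = growth of vehicle-only cultures of the same strain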
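Using mec2-1 yeast: add compound, measure growth, express inhibition versus vehicle-treated cultures.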
yeast bub3 – NCI yeast anticancer drug screen, S. cerevisiae bub3 mutant strain; 9.9% of 78,000 active; growth inhibition, % at 50 µM; AID 167;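 note: 0% = growth of vehicle-only cultures of the same strain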
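In this screen, a yeast mutant lacking normal mitotic checkpoint function is challenged with compound. Relative growth versus vehicle gives the inhibition value.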
Starred values were filed as active, the others as inactive; x = no result given; & = joins results of further samples. Cut-off read from the data, not from the text of the source: active = growth inhibition above about 70%; inactive = the rest.

SMILES | rad50 | yeast mlh1 rad18 | yeast cln2 rad14 | yeast sgs1 mgt1 | mec2-1 | yeast bub3
CN(C)CCCNc1ccc(O)c2c1C(=O)c1ccccc1C2=O | 90* | 90* | 67 | 88* | 88* | 90*
CN(C)CC1CCCc2ccccc2C1=O (stereo not drawn) | 66 | 70* | 5 | 50 | 23 | 32
Ic1ccccc1/C=C/c1ccccn1 | 15 | 0 | -55 | 29 | 11 | 32
CN(C)Cc1nsc(N(C)C)n1 | -5 | -13 | -50 | -34 | -9 | -19
O=CC(NC(=O)N(CCF)N=O)C(O)C(O)C(O)CO (stereo not drawn) | -15 | -44 | -16 | 2 | -4 | 1
COc1ccc2c(c1)CC1(CC2)CCN(CCCN(C)C)CC1 | -32 | -42 | 11 | -22 | -8 | -10
COc1ccc2nc3cc(Cl)ccc3c(Nc3ccc(C(O)CCN(C)C)cc3)c2c1 (stereo not drawn) | 40 | 5 | 24 | 25 | -2 | -2
CCN(CC)CCNc1nc(NCCN(CC)CC)c2nc(-c3ccccc3)c(-c3ccccc3)nc2n1 | 99* | 98* | 98* | 99* | 98* | 98*
CC1=C(C(C)O)CCC2C1CC1C2CCC2CC(O)CCC21C (stereo not drawn) | -2 | 29 | -58 | 32 | 5 | 48
CC(C)C(=O)CCC(=O)O | -6 | -12 | 1 | -19 | -9 | -1
CC1=C/C(O)CC(=O)Cc2nc(co2)C(=O)N2CCC=C2C(=O)OC(C(C)C)C(C)/C=C\C(=O)NC/C=C\1 (stereo not drawn) | -3&39 | 2&35 | 6&14 | 1&23 | 19&-12 | -3&38
Cc1nc(N)c(N2CCN(S(N)(=O)=O)CC2)c(=O)[nH]1 | -18 | -24 | 18 | 10 | 13 | 30
COC(=O)C(NC(=O)C(N)CSC(c1ccccc1)(c1ccccc1)c1ccccc1)C(C)C (stereo not drawn) | 97* | 99* | 95* | 99* | 99* | 98*
COC(=O)/C(=C/c1ccc(OC)cc1)C(C(=O)O)=C(C)C | 28 | -14 | -6 | -20 | -3 | 10
COc1ccc(NC(=S)Nc2ccccc2)cc1 | 5 | -8 | -47 | -23 | -37 | -22
CCCN(CCC)CC(O)c1ccc2ccc3ccc(Cl)cc3c2c1 (stereo not drawn) | 100* | 100* | 100* | 100* | 100* | 100*
Cc1ccc(NC(=O)c2ccccc2N)cc1 | -1 | 18 | -17 | -1 | -8 | -12
CN1C(CC(=O)c2ccccc2)CCCC1CC(O)c1ccccc1 (stereo not drawn) | 14 | 36 | 40 | 25 | 2 | -2
NC(=O)C(=CNC(=S)c1ccncc1)C(N)=O | -36 | 18 | 1 | -8 | -56 | -8
COc1ccccc1N=Nc1c(O)n(-c2ccccc2C)c(=S)n(-c2ccc(C)cc2)c1=O | 45 | 14 | 4 | 54 | 4 | -4
C/C(CCl)=N/NC(N)=S | -13 | -12 | 7 | -18 | -2 | -12
COc1ccc2nccc(CO)c2c1 | 5 | 1 | -33 | -1 | -3 | 6
NC(=O)CN1C(=O)C2C3CCC(O3)C2C1=O (stereo not drawn) | -5 | 0 | -32 | -22 | 0 | 2
CCCCC(=O)Nc1ccc(Cl)cc1 | 18 | 12 | 8 | 6 | 8 | -20
CC1(C)C(N)C(C)(C)C1N (stereo not drawn) | 0 | 2 | 12 | 0 | -14 | 17

Carrying on.
SMILES | rad50 | yeast mlh1 rad18 | yeast cln2 rad14 | yeast sgs1 mgt1 | mec2-1 | yeast bub3
[O-][n+]1c2ccccc2nn1-c1ccccc1 | -9 | -14 | -21 | -3 | -4 | -7
CC1CCC23C1CC(CCC2(C)O)C3(C)C (stereo not drawn) | 4 | -14 | -5 | 5 | -1 | -8
Cc1ccccc1C=NC12CC3CC(CC(C3)C1)C2 | -25 | -25 | 7 | -22 | -18 | -8
Cn1c(C(=O)NN)cc2cc(OCc3ccccc3)ccc21 | 30 | 2 | 5 | 7 | 6 | 13
CCCCC(O)(CC)CC | 3 | 15 | 6 | -4 | -24 | -16
O=C1CC(c2ccccc2)C1(c1ccccc1)c1ccccc1 (stereo not drawn) | -5 | 10 | -33 | 5 | 8 | -4
O=c1c2ccccc2nc(-c2ccccc2Cl)n1NCC1(O)OCC(O)C(O)C1O (stereo not drawn) | 12 | 3 | -13 | 17 | 5 | -1
O=c1c2ccccc2c2ccccc2n1O | 97* | 98* | 94* | 96* | 97* | 95*
O=C(C1C2CCC(C2)C1C(=O)N1CCCCC1)N1CCCCC1 (stereo not drawn) | -8 | -2 | -11 | -10 | 1 | -5
O=C(/C(=C1\SS/C(=C(/C(=O)c2ccccc2)c2ccccc2)S1)c1ccccc1)c1ccccc1 | 35 | 6 | 7 | 18 | 15 | 6
CC1CCC2(OC1)OC1CC3C4CCC5CC(O)CCC5(C)C4CCC3(C)C1C2C (stereo not drawn) | -15&22 | -13&27 | 1&7 | -24&2 | -19&-30 | -9&9
O=S1(=O)CCCC1C(O)c1ccccc1 (stereo not drawn) | 14 | -15 | -60 | -9 | -6 | 2
Cc1ccc(/C=C2\N=C(N3CCCC(CO)C3)NC2=O)cc1 (stereo not drawn) | 19 | -44 | -1 | -18 | -2 | 1
O=C(Nc1ccc(Cl)cc1)c1ccc(Cl)c(Cl)c1 | -2 | -10 | -9 | 7 | 15 | 12
O=C(O)CSCc1ccc(Cl)cc1Cl | 17 | -12 | 4 | 5 | 6 | 20
CC(C)(O)c1cc(Cl)ccc1Sc1ccccc1 | -21 | -8 | 14 | -9 | -15 | 5
O=C1C(O)=C(c2ccccc2C(=O)O)C(=O)C(O)=C1c1ccccc1C(=O)O | -1 | 25 | 0 | -3 | 5 | -4
O=C1C=C/C(=N/c2ccc(O)o2)c2ccccc21 | 37 | 60 | 8 | 20 | 52 | 18
COc1ccc(NC(=O)CCc2cc(-c3ccc(O)c(OC)c3)nc(NC#N)n2)cc1 | -8 | -29 | 6 | -37 | 9 | 28
O=C1C2C3C=CC(C3)C2C(=O)N1CNc1ccc2nc(SC3CCCC3)sc2c1 (stereo not drawn) | 17 | 20 | 23 | 11 | -3 | 0
COc1ccc([C@H]2Oc3cc(OCc4ccccc4)c(O)cc3[C@@H]2C)c(OC)c1 | -72 | -56 | 0 | -49 | -28 | -15
NC(=S)/N=C/C1=C(O)CCCC1=O | 2 | 11 | 17 | 16 | 6 | 14
CN(C)/C(N)=N/C(N)=S | 4 | 1 | 8 | 18 | -6 | -4
Cc1ccc(S(=O)(=O)N/N=C2\CCC3CC3CC\C2=N/NS(=O)(=O)c2ccc(C)cc2)cc1 (stereo not drawn) | -1 | -6 | -9 | 1 | -4 | -3
CCCSCN(CC)CC | 7 | 8 | -20 | 26 | 11 | 36

The final 6 entries of the part before open the next one.
SMILES | rad50 | yeast mlh1 rad18 | yeast cln2 rad14 | yeast sgs1 mgt1 | mec2-1 | yeast bub3
O=C1C2C3C=CC(C3)C2C(=O)N1CNc1ccc2nc(SC3CCCC3)sc2c1 (stereo not drawn) | 17 | 20 | 23 | 11 | -3 | 0
COc1ccc([C@H]2Oc3cc(OCc4ccccc4)c(O)cc3[C@@H]2C)c(OC)c1 | -72 | -56 | 0 | -49 | -28 | -15
NC(=S)/N=C/C1=C(O)CCCC1=O | 2 | 11 | 17 | 16 | 6 | 14
CN(C)/C(N)=N/C(N)=S | 4 | 1 | 8 | 18 | -6 | -4
Cc1ccc(S(=O)(=O)N/N=C2\CCC3CC3CC\C2=N/NS(=O)(=O)c2ccc(C)cc2)cc1 (stereo not drawn) | -1 | -6 | -9 | 1 | -4 | -3
CCCSCN(CC)CC | 7 | 8 | -20 | 26 | 11 | 36
O=C(c1ccccc1)c1cc(Cl)ccc1N1C(=O)C=CC1=O | 99* | 99* | 99* | 100* | 100* | 99*
Nc1ncnc2c1ncn2C1CC(O)C(O)CO1 (stereo not drawn) | -4 | 20 | 10 | 0 | 11 | 14
COC(=O)C1C(COS(C)(=O)=O)ON2CCC(OC)(OC)C12 (stereo not drawn) | 5 | 43 | -16 | 18 | 11 | 7
CCOC(=O)NC/C=C/COC1CCCCO1 (stereo not drawn) | 28 | 3 | 15 | 13 | 17 | -1
O=C(OCOC(=O)c1ccccc1)c1ccccc1 | -23 | -7 | -18 | -9 | -6 | -5
COc1ccc(/C=C2\CCC/C(=C\c3ccc(O)c(CN4CCCCC4)c3)C2=O)cc1 | 89* | 91* | 83* | 91* | 85* | 89*
C/C(CC(C)C)=N/Nc1nc(C)cc(=O)[nH]1 | -4 | -7 | 2 | -11 | -25 | -9
COC1=CC(=[O+]C)/C(=C/c2c(OC)cc(OC)cc2OC)C(OC)=C1 | 20 | 28 | 30 | 11 | 12 | 19
CCOc1c(N=Nc2ccccc2Cl)c(C)nn1C(=S)S | 89* | 96* | 92* | 77* | 81* | 74*
Cc1ccc(CN2CC(=O)N3Cc4ccccc4CN3C(=O)C2)cc1 | -4 | -20 | -9 | 10 | 7 | 83*
CC(=O)C1=C(C)CCC(CCC2([N+](=O)[O-])CCC(C)=C(C(C)=O)C2)([N+](=O)[O-])C1 (stereo not drawn) | 26 | 29 | 68 | 11 | 13 | 42
CCOC(=O)/C(=C/c1ccccc1Br)P(=O)(OCC)OCC | 71* | 30 | 34 | 42 | 36 | 61
Cc1cc(O)c(C(C)C)cc1NC(=S)Nc1ccc(S(=O)(=O)c2ccc(NC(=S)Nc3cc(C(C)C)c(O)cc3C)cc2)cc1 | 8 | 51 | 18 | 37 | 20 | 7
O=c1c2nn3c(=O)n(-c4ccccc4)c(=O)c3nn2c(=O)n1-c1ccccc1 | -33 | -3 | -6 | -15 | -11 | -25
CCOC(=O)/C(=N/Nc1ccc(Cl)cc1)N1C(=S)C=C(C)NN(C)C1=S | -6 | 8 | -6 | -22 | -13 | -5
Cn1c([N+](=O)[O-])cnc1COc1ccc(NC(=O)CN2CCOCC2)cc1 | 27 | 18 | 33 | 20 | 1 | 10
Cc1n[nH]c(=O)n1-n1cccc1 | -10 | 3 | 7 | -36 | -5 | -37
CN(C)c1cccc2c(S(=O)O)cccc12 | 1 | -20 | 21 | -18 | -36 | -7
Oc1cc2c3c(cccc3c1)CC2 | -28 | -22 | -26 | -17 | -21 | -20
O=C(Nc1ccc(Cl)cc1Cl)C1C(=O)OC2(CCCCC2)OC1=O | 85* | 87* | 63 | 56 | 90* | 62
C=C(C)COc1ccc(Nc2ccccc2)cc1 | 6 | 34 | 7 | 22 | 18 | 2
C[C@@]12CCC[C@@H]1OC(=O)C2 | -5 | 27 | -3 | 7 | -4 | 2
CCCC#CCN(C(C)C)C(C)C | -12 | -8 | 29 | -6 | 2 | -5
CC(=O)NC1CCCCCC1I (stereo not drawn) | 6 | 13 | -8 | -8 | 2 | -7
O=C1C=CC(=O)N1c1cc(Cl)c(Cl)cc1Cl | 92* | 92* | x | x | 27 | x

4 entries from above, arranged by SMILES length, highest first:
SMILES | rad50 | yeast mlh1 rad18 | yeast cln2 rad14 | yeast sgs1 mgt1 | mec2-1 | yeast bub3
O=c1c2nn3c(=O)n(-c4ccccc4)c(=O)c3nn2c(=O)n1-c1ccccc1 | -33 | -3 | -6 | -15 | -11 | -25
CCOC(=O)/C(=C/c1ccccc1Br)P(=O)(OCC)OCC | 71* | 30 | 34 | 42 | 36 | 61
O=C1C=CC(=O)N1c1cc(Cl)c(Cl)cc1Cl | 92* | 92* | x | x | 27 | x
CCCC#CCN(C(C)C)C(C)C | -12 | -8 | 29 | -6 | 2 | -5

Further entries:
SMILES | rad50 | yeast mlh1 rad18 | yeast cln2 rad14 | yeast sgs1 mgt1 | mec2-1 | yeast bub3
N#Cc1cc2ccccc2c2ccccc12 | 9 | 18 | 12 | 6 | -4 | -11
COc1ccc(C(=O)C(CN(C)C)CN(C)C)cc1OC | 31 | -18 | -6 | -14 | 10 | -12
O=C(N/N=C/c1ccccc1Cl)c1ccc([N+](=O)[O-])cc1 | 38 | -20 | -32 | 22 | 17 | 14
CN(C)CCC(CCc1ccccc1)OC(=O)c1ccc([N+](=O)[O-])cc1 (stereo not drawn) | 34 | 26 | 6 | 11 | -9 | 30
COc1cc(/C=C(/C)C[N+](=O)[O-])ccc1O | 100* | 99* | 99* | 100* | 100* | 99*
C=C[C@@H]1C(CO)=CCC2[C@H]1CCC1C(C)(C)C(=O)CC[C@]21C (stereo partly drawn) | -8 | -47 | 3 | -6 | -13 | 0
Fc1ccc(/C=C2/c3cc(Cl)ccc3-c3c(Cl)cc(Cl)cc32)cc1 | 45 | 6 | -5 | 16 | 3 | -4
CCN(CC)Cc1ccccc1CO | 3 | 0 | 10 | 2 | 6 | 10
CCCCOC(=O)/C=C/C(=O)N1CCN(C(=O)/C=C/C(=O)OCCCC)C(C)C1 (stereo not drawn) | 34 | 35 | -11 | 21 | 25 | 25
COc1cccc(Cc2cncc3c(O)c(OC)ccc23)c1O | 2 | 10 | 3 | -8 | -6 | -2
Cc1ccc(S(=O)(=O)NCCSCCNS(=O)(=O)c2ccc(C)cc2)cc1 | -5 | -12 | -62 | 0 | -19 | -3
CCCCS(=O)(=O)N1CCCC1 | 4 | -6 | -28 | 2 | -10 | -5

Rows are unselected; overall some 14% were active at least once.
